Assay outcomes: PubChem, Broad Institute
esBAF inh – SWI/SNF esBAF complex inhibition. mouse ES cells, Bmi1-luciferase knock-in reporter, 24 h; 100% = twice the neutral-well signal. 350,000 compounds, 2% hits. AID 602393. reporter increase, % at 12.5 µM; in the data active means activation above about 40%; inconclusive means no clear call, values can overlap the other calls;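 further: 0% = median of the plate's neutral control wells and 100% = double that signal; a rise in the Bmi1 reporter signal indicates esBAF inhibition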
Cneo AK release – Cryptococcus neoformans lysis via adenylate kinase release; lysis activity, % at 15 µM; C. neoformans lysis, adenylate kinase release luminescence, 4 h; normalised: neutral wells 0, clomiphene wells 100; 360,000 compounds, 0.2% hits;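 active means mean lysis activity across replicates of at least 80%, whatever share of replicates individually reach that level; inactive means mean lysis activity below 80%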
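Assay system: Cryptococcus neoformans yeast cells / Dosing: single-point compound dose / Timing: 4 h at 37 °C static, read 1 h later / Measured by: luminescence of released adenylate kinase using an AK detection reagent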
miR-122 sensor – miR-122 inhibition in Huh7 cells. Huh7 miR-122 Renilla luciferase sensor, 48 h; neutral wells = 0, positive control = 100. activation (reporter increase), % at 12.5 µM. 340,000 compounds, 0.3% hits. AID 602342;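 active means mean replicate activation score at least 90 and every replicate individually at or above 90; inconclusive means only one of the two criteria met; inactive means neither criterion met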;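 further: higher luciferase means less miR-122 activity so hits act as miR-122 inhibitors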
C2C12 statin – suppression of simvastatin myotoxicity; C2C12 myotubes + simvastatin, ATP luminescence, 48 h; scaled: DMSO 0, geranylgeraniol control 100; rescue of ATP level, % at 7.49 µM; 330,000 compounds, 0.78% hits; AID 602340;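 active means mean ATP rescue above about 67%, or every replicate alone reaching that limit, limit read from the data, passing the limit was not always enough; inconclusive means no clear call, values can overlap the other calls; inactive means mean under the limit and some replicate under it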;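 further: myotubes were challenged with 10 µM simvastatin during compound exposure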
ARNT-TACC3 inh – disruptors of human ARNT/TACC3 interaction. Q9Y6A5. AlphaScreen His-ARNT PAS-B/GST-TACC3 binding, luminescence; TACC3 fragment carries E629A point mutation. inhibition, % at 9.99 µM. 390,000 compounds, 0.66% hits;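 active means mean inhibition of replicates at least 50% and at least half of replicates each reaching 50%; inconclusive means half or more replicates reach 50% but mean below 50%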;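 further: 0% = complete ARNT plus TACC3 wells and 100% = ARNT alone without TACC3; many hits fall short of the cut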
ERp5 inh – ERp5 (human) disulfide isomerase inhibition | Q15084 | ERp5 insulin aggregation, absorbance 650 nm, 90 min | inhibition, % at 9.99 µM | 350,000 compounds, 0.05% hits | AID 651711;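 active means mean replicate inhibition above about 25%, with every replicate also reaching it, limit read from the data, passing the limit was not always enough; inconclusive means only one of those two criteria met; inactive means neither criterion met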
Target sequence (Q15084 whole entry, looked up): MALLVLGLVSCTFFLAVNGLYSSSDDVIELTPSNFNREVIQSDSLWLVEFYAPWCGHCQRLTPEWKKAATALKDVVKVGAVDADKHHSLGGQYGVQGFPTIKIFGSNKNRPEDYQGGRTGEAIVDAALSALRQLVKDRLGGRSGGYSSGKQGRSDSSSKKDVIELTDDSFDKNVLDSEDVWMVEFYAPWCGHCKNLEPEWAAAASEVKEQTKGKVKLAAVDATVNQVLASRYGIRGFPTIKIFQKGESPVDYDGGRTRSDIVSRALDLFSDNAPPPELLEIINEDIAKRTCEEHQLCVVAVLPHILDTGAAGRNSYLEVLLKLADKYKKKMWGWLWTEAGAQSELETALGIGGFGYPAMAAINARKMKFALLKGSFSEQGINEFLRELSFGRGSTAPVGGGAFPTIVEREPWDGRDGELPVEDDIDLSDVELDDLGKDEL
SIRT5 block – sirtuin-5 (human) deacylase inhibition | AID 652115 | Purified SirT5, succinyl-peptide AMC, trypsin-coupled fluorescence | inhibition, % at 15 µM | Q9NXA8 | 330,000 compounds, 1.1% hits; in the data active means inhibition above about 15%; inconclusive means no clear call, values can overlap the other calls
Target sequence (Q9NXA8 whole entry, looked up): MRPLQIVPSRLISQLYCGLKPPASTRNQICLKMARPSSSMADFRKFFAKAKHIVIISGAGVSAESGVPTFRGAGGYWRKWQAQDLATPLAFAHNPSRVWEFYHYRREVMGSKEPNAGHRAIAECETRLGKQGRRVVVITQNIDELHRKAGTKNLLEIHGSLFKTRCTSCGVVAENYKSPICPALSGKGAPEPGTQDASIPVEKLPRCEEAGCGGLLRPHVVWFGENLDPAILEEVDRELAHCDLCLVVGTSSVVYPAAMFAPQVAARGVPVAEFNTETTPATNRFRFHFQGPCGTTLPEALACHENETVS
* = called active by the depositor; u = inconclusive; x = not tested or not shown; [ ] = remark or other dose.

Start of the listing, in advance, 2 compounds:
Value order: esBAF inh, ARNT-TACC3 inh, Cneo AK release, miR-122 sensor, C2C12 statin, ERp5 inh, SIRT5 block
> O=C(COC(=O)/C=C/c1cccs1)Nc1ccc(F)cc1
→ -5, -8, -1, -6, 21, 6, -3
> COc1cc2[nH]c(C(=O)NCC3CCCO3)cc2c(OC)c1OC (stereo unspecified)
→ -2, -5, 1, 1, -3, 4, -6

All compounds of this part, repeating the preview:
Value order: esBAF inh, ARNT-TACC3 inh, Cneo AK release, miR-122 sensor, C2C12 statin, ERp5 inh, SIRT5 block
> O=C(COC(=O)/C=C/c1cccs1)Nc1ccc(F)cc1
→ -5, -8, -1, -6, 21, 6, -3
> COc1cc2[nH]c(C(=O)NCC3CCCO3)cc2c(OC)c1OC (stereo unspecified)
→ -2, -5, 1, 1, -3, 4, -6
> O=C(c1ccccc1)N1CC(COc2ccccc2)OC(c2cccnc2)O1 (stereo unspecified)
→ 6, -4, 0, -1, 7, x, x
> Cn1cnnc1SCC(=O)N/N=C/c1ccc(OCC(N)=O)cc1
→ x, -2, x, x, x, 3, 0
> COc1ccc(N2CCN(CCNC(=O)c3ccc(NC(=O)C4CCCO4)cc3)CC2)cc1 (stereo unspecified)
→ 5, 7, 1, -6, -17, x, x
> CC(Sc1nc(-c2ccccc2)c(-c2ccccc2)[nH]1)C(=O)NCC1CCCO1 (stereo unspecified)
→ -8, x, 0, 0, -3, 2, -1
> OC[C@H]1[C@H](c2ccc(C#CC3CCCC3)cc2)[C@@H]2CN(CCC(F)(F)F)CCCCN12
→ 6, 9, 48, -26[16.7 µM], -10, 2, 0
> Cc1ccc(S(=O)(=O)NCc2ccc(C(=O)N3CCN(c4ccc([N+](=O)[O-])cc4)CC3)cc2)cc1
→ -31, -9, 2, -15, -85, 7, -3
> O=C(C[C@H]1CC[C@H]2NC[C@@H](O)COC[C@@H]2O1)Nc1ccccc1
→ 0, 14, -1, -2[16.7 µM], -14, -5, -1
> C[C@@H]1CN([C@H](C)CO)C(=O)Cc2cc(NS(=O)(=O)c3ccc(Cl)cc3)ccc2O[C@H]1CN(C)C(=O)Nc1ccc(C(F)(F)F)cc1
→ 1, 0, 2, 2[16.7 µM], 28, 3, -3
> C[C@@H]1CCCCO[C@@H](CN(C)S(=O)(=O)c2ccc(F)cc2)[C@@H](C)CN([C@@H](C)CO)C(=O)c2cc(NC(=O)Nc3ccc4c(c3)OCO4)ccc2O1
→ 11, 18, -9, 0[16.7 µM], x, -1, 9
> COc1cccc(N2CCN(C(=O)CSc3ccc(F)cc3)CC2)c1
→ x, -2, x, x, x, -3, 1
> CN/C=C1\C(=O)C(C)(C)Oc2ccc3ccc(=O)oc3c21
→ -18, 4, -3, -2, -10, x, x
> Cc1ccccc1OCC(O)Cn1c(NCc2ccco2)nc2c1c(=O)n(C)c(=O)n2C (stereo unspecified)
→ 23, 0, 0, x, 13, -2, -2
> O=C(CCc1ccc(S(=O)(=O)NC2CCCCC2)cc1)Nc1ccccc1
→ 15, -7, 3, 26, 17, x, x
> Cc1cccc2sc(NC(=O)CN3C(=O)c4ccccc4C3=O)nc12
→ x, 1, x, x, x, 7, -1
> Cc1noc(C)c1S(=O)(=O)N(C)C[C@@H]1OCCCC[C@@H](C)Oc2ccc(NC(=O)NC(C)C)cc2C(=O)N([C@H](C)CO)C[C@H]1C
→ 3, 2, 35, 2[16.7 µM], x, 1, 0
> CC1=CC(=O)C2=C(C)CCC3C(C)C(=O)OC3C12 (stereo unspecified)
→ -16, x, 0, -1, -8, 1, 0
> CN=C1S/C(=C\c2ccc(O)c(OC)c2)C(=O)N1C
→ x, x, -5, -3, x, 1, -1
> O=C(CSc1ccccc1)Nc1ccc(N2CCN(c3ccccc3)CC2)c(F)c1
→ -2, -6, -2, -7, -3, x, x

Next part
Value order: esBAF inh, ARNT-TACC3 inh, Cneo AK release, miR-122 sensor, C2C12 statin, ERp5 inh, SIRT5 block
> CCc1ccccc1N(C(=O)c1snc(C(N)=O)c1N)C(C(=O)NCC1CCCO1)c1ccc(C)o1 (stereo unspecified)
→ 4, x, 2, 7, -1, 0, -5
> CC(C)(C)OC(=O)C[C@H]1C/C=C\C[C@H](CC(=O)NCCO)C(=O)N2CCC[C@@H]2COC1=O
→ 10, 2, 1, -10, 2, 1, x
> Clc1ccccc1/C=N/N1CCN(Cc2ccccc2)CC1
→ 18, 12, 5, 0, -1, 3, 2
> Cc1ccc(CN2CC(C(=O)NCC(=O)Nc3c(C)cccc3C)CC2=O)cc1 (stereo unspecified)
→ 0, -21, -1, x, 6, -4, 0
> Nc1nc(-c2ccco2)nc(N2CCCCC2)n1
→ -2, 6, -21, 3, -3, x, x
> O=C(Nc1ccc2c(c1)OCO2)N[C@H]1CC[C@@H](CCNC(=O)C2CCOCC2)O[C@@H]1CO
→ -2, -2, -2, x, 2, -2, 0
> O=C(c1ccc2nc(Cc3ccccc3F)oc2c1)N1CC[C@H](O)C1
→ 38, 0, -1, 5, 26, -5, -2
> Cn1c(=O)c2[nH]c(CCCCCCCc3nc4ccccc4[nH]3)nc2n(C)c1=O
→ -13, x, x, -10, -11, -1, -3
> Cc1cnn(-c2ccc3nnc(-c4ccc(Cl)cc4)n3n2)c1
→ -5, 1, 2, 7, x, x, x
> C[C@@H]1CN([C@@H](C)CO)C(=O)c2c(c3ccccc3n2C)-c2ccccc2CO[C@H]1CN(C)S(=O)(=O)c1cccs1
→ -2, 5, 1, x, x, -2, 1
> Cc1ccc(S(=O)(=O)NCCC(C)C)cc1[N+](=O)[O-]
→ 1, 0, x, 232*, -9, -5, -5
> COc1ccc(S(=O)(=O)NCCSCc2ccco2)cc1C
→ x, -1, x, x, x, 2, 2
> CN(C)C(=O)CSc1nnc(-c2ccco2)n1-c1ccccc1
→ -6, 3, 2, 0, 3, 17, -4
> CCCCN(C(=O)C1CC(=O)N(c2ccc(OC)cc2OC)C1)c1c(N)n(CC(C)C)c(=O)[nH]c1=O (stereo unspecified)
→ x, -2, -2, x, x, -2, 0
> O=C(CCNC(=O)c1ccccc1Cl)Nc1ccccc1N1CCCC1
→ x, 1, -1, -6, x, 2, -3
> CCOC(=O)c1ccc(N2C(=O)CC(N3CCC(O)(c4ccc(Cl)cc4)CC3)C2=O)cc1 (stereo unspecified)
→ -1, -4, 0, -1, -1, x, x
> Cc1c(N=C2N=C(NC(=O)NC(C)(C)C)c3ccccc32)c(=O)n(-c2ccccc2)n1C
→ x, -4, x, x, x, 7, 7
> CCCNC(=O)N1C[C@H](O)COC[C@@H]2O[C@H](CC(=O)N[C@@H]3CCN(Cc4ccccc4)C3)CC[C@H]21
→ -2, -2, 0, -2[16.7 µM], 3, -6, 0
> O=[N+]([O-])c1ccccc1NCc1ccccc1Cl
→ x, -2, x, x, x, 0, -2
> Cc1ccc(S(=O)(=O)N2C[C@@H]3CCCC[C@@H]3[C@@H](C)[C@H]2c2cn(Cc3ccccc3)c3ncccc23)cc1
→ -10, 1, -1, 5, -12, -4, 22*

Continued:
Value order: esBAF inh, ARNT-TACC3 inh, Cneo AK release, miR-122 sensor, C2C12 statin, ERp5 inh, SIRT5 block
> O=C(C[C@@H]1C=C[C@@H](NC(=O)Nc2ccccc2F)[C@@H](CO)O1)NCc1ccc(Cl)cc1
→ 2, x, 1, x, -42, -5, 0
> CCOC(=O)c1cnn(-c2ccccn2)c1N
→ 40, 4, -6, -2, -4, x, x
> COC(=O)C(/C=N/O)NC(=O)c1ccccc1 (stereo unspecified)
→ x, -19, x, x, x, -1, -9
> COc1cccc(NC(=O)Cn2c(=O)n(CCC(=O)NCc3ccco3)c(=O)c3ccccc32)c1
→ 7, 1, x, 10, 18, -3, x
> CCNC(=O)[C@H]1[C@H](CO)[C@H]2Cn3c(cccc3=O)[C@H]2N1Cc1ccccc1Cl
→ 8, -4, 35, -1[16.7 µM], 12, 3, 1
> CN(C)C(=O)c1nc2ccccc2s1
→ 33, -5, x, -14, -6, 7, 1
> CCCC(=O)Nc1cc(S(=O)(=O)N2CCOCC2)ccc1N1CCCCC1
→ 8, x, x, 8, 0, 6, -2
> CC(Cc1ccccc1)N1CCCC1=O (stereo unspecified)
→ 4, 3, -1, x, 1, -4, -2
> CNC[C@H]1OCCCC[C@@H](C)Oc2ccc(NC(=O)Nc3ccc(OC)cc3)cc2C(=O)N([C@H](C)CO)C[C@@H]1C
→ 3, x, x, 4[16.7 µM], 20, x, x
> O=C(CN1C(=O)NC2(CCCCC2)C1=O)N1CCN(S(=O)(=O)c2cccc([N+](=O)[O-])c2)CC1
→ -8, -32, -2, -3, 8, 1, 0
> COc1cccc(NC(=O)CN(C)C(=O)c2ccc3c(c2)C(=O)N(CCC(C)C)C3=O)c1
→ -3, 2, 0, -6, 4, 4, 1
> CC(C)CC#Cc1ccc2c(c1)O[C@H](CN(C)Cc1cccnc1)[C@@H](C)CN([C@H](C)CO)S2(=O)=O
→ -3, 5, 9, 34[16.7 µM], -35, -3, 9
> COc1ccc(-c2nc(CC(=O)O)cs2)cc1
→ 20, -6, -3, -2, 105*, x, x
> CCC1CCCCN1CCCNC(=O)C1CCN(S(=O)(=O)N2CCCCC2)CC1 (stereo unspecified)
→ 5, -6, -1, -2, 2, x, x
> CCCCN(C(=O)c1ccc([N+](=O)[O-])o1)c1c(N)n(CC(C)C)c(=O)[nH]c1=O
→ -3, -2, -2, x, -2, 1, -4
> CCCC(=O)Nc1ccc2c(c1)OC[C@H](C)N(C(=O)CN(C)C)C[C@@H](C)[C@@H](OC)CN(C)C2=O
→ 2, 1, -3, x, -6, 2, 3
> O=C(NCC(=O)N1CCN(S(=O)(=O)c2ccccc2)CC1)c1ccc2ccccc2c1
→ 5, 1, 0, x, -7, 1, 6
> C[C@H](NC(=O)c1ncn2c1c(=O)[nH]c1ccc(Br)cc12)c1ccccc1
→ -5, x, -1, 2, -41, 3, -7
> CCN(CC)C(=O)C1=C(C)N(Cc2ccc(OC)cc2)C(=O)C(CC(=O)NC(c2ccccc2)c2ccccc2)C1 (stereo unspecified)
→ 8, x, 1, -2, 11, -7, -1
> C=CCN1C(=O)N[C@@H]2c3ccccc3O[C@@]1(COCc1ccc(OC)cc1)[C@@H]2CO
→ x, -19, -3, x, x, 5, 0

Carrying on.
Value order: esBAF inh, ARNT-TACC3 inh, Cneo AK release, miR-122 sensor, C2C12 statin, ERp5 inh, SIRT5 block
> CN(C)CCNc1ncnc2c1sc1nc(-c3ccccc3)c3c(c12)CCCC3
→ -5, 30, 0, -35, -20, -4, -9
> C[C@H]1COC(=O)CCC/C=C\C[C@H](CC(=O)N(CCO)Cc2ccccc2)C(=O)N1
→ 2, -3, -3, x, 6, -8, 0
> CCOCCc1c(O)nc(SCC)[nH]c1=O
→ x, -5, 2, -3, x, u, -2
> Cc1noc(C)c1NC(=O)N(C)C[C@@H]1Oc2ccc(NC(=O)Nc3ccc(F)cc3)cc2C(=O)N([C@@H](C)CO)C[C@H]1C
→ 2, -23, -3, -1[16.7 µM], x, -1, 2
> Cc1ccc(NC(=O)c2cc3ccccc3o2)nc1
→ x, 4, x, 1, x, -1, -1
> COc1ccccc1CNC(=O)C[C@@H]1CC[C@@H](NC(=O)CN(C)C)[C@@H](CO)O1
→ -5, -3, 5, x, 2, -1, -4

Structural class: the compounds so far containing a tert-butyl group.
Value order: esBAF inh, ARNT-TACC3 inh, Cneo AK release, miR-122 sensor, C2C12 statin, ERp5 inh, SIRT5 block
> CC(C)(C)OC(=O)C[C@H]1C/C=C\C[C@H](CC(=O)NCCO)C(=O)N2CCC[C@@H]2COC1=O
→ 10, 2, 1, -10, 2, 1, x
> Cc1c(N=C2N=C(NC(=O)NC(C)(C)C)c3ccccc32)c(=O)n(-c2ccccc2)n1C
→ x, -4, x, x, x, 7, 7
